ROC1-CUL1 inh: inhibitors of human ROC1-CUL1 ubiquitin ligase activity; in vitro K48 di-Ub FRET, acceptor:donor ratio, 45 min; actives 0.6% (n = 140,000); inhibition, % at 10 µM; E3 ubiquitin-protein ligase RBX1 (Homo sapiens) + Cullin-1 (Homo sapiens), P62877+Q13616; in the data active = inhibition above about 25%
Target sequence (P62877 whole entry, looked up): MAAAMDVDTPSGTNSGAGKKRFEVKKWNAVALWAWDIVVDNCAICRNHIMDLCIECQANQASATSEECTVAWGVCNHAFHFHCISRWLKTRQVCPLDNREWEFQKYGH
Target sequence (Q13616 whole entry, looked up): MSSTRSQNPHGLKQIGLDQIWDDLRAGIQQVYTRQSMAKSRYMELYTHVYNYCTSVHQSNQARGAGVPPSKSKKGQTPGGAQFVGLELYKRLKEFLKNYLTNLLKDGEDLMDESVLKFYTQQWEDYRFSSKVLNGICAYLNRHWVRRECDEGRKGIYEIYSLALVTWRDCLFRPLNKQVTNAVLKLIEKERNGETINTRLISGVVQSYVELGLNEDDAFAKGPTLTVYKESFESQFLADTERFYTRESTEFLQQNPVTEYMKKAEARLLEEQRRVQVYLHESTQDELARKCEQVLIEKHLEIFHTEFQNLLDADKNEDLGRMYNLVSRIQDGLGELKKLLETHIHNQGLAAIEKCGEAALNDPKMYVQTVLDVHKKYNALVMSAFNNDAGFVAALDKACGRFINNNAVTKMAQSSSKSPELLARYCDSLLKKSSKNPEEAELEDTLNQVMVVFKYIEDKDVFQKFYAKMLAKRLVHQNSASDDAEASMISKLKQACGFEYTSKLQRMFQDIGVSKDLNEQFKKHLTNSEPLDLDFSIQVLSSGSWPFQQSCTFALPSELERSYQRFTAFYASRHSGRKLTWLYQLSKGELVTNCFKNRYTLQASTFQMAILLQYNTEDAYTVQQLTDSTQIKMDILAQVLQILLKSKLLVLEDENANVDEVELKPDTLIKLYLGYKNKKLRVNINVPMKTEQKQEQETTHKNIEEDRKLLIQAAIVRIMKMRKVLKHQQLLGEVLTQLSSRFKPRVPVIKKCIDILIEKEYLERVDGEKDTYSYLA
Starred values were filed as active, the others as inactive.

ROC1-CUL1 inh,mol
-4,COc1cc(-c2nn3c(-c4cccc(Cl)c4)nnc3s2)cc(OC)c1OC
4,O=C1NN(c2ccc(Br)cc2)C(=O)/C1=C\C=C\c1ccco1
6,O=c1ccnc(SCc2ccc(Cl)c(Cl)c2)[nH]1
-1,CC(C)NC(=O)NS(=O)(=O)c1cnccc1NC1CC2CCC1C2 (stereo not given)
-5,C=CCn1c(SCC(=O)Nc2ccccc2F)nc2sc3c(c2c1=O)CCC3
-2,COCC(=O)N1CCC(CCC(=O)Nc2cccc(C)c2)CC1
-3,NC(=O)N/N=C1\CCCSc2ccccc21
-15,O=c1c2c3c(sc2n(Cc2cc(=O)n4ccccc4n2)c(=O)n1-c1ccccc1)CCC3
1,COc1cccc(CN2CCN(C(=O)CCC3(Cc4ccc(C)cc4)CCC(=O)N3)CC2=O)c1 (stereo not given)
-1,CCCC(=O)Nc1ccc(Br)cc1C
-5,c1cc(-c2ccco2)cc(N2CCC(NCc3nnc4n3CCC4)CC2)c1
-4,O=c1c2ccccc2nc(-c2ccccc2)n1Nc1cccc(Cl)c1
-6,COc1cc(C(=O)Nc2cccc(-c3nc4ccccc4[nH]3)c2)cc(OC)c1OC
1,O=C(CCCN1C(=O)/C(=C\c2cccc(Br)c2)SC1=S)NNC(=O)c1ccccc1O
-4,CCCN(CCC)c1ccc(C2N=C(N)Nc3nc4ccccc4n32)cc1 (stereo not given)
6,C=CCN1C(=O)C(Cc2ccc(OC(F)F)cc2)=NC1=S
4,COc1ccc(/C=c2/sc3n(c2=O)C2c4ccccc4OC(C)(N=3)C2C(C)=O)cc1COc1ccc(F)cc1F (stereo not given)
3,Cn1ccc(C#CCN2CCOCC2)n1
2,S=c1nc(-c2ccccc2Cl)[nH][nH]1
7,CCOC(=O)c1c(NC(=O)/C(C#N)=C/c2ccc(OC)cc2)sc2c1CCC2

Reformatted as tab-separated lines: part of the list above.
Compound	ROC1-CUL1 inh
O=c1ccnc(SCc2ccc(Cl)c(Cl)c2)[nH]1	6
CC(C)NC(=O)NS(=O)(=O)c1cnccc1NC1CC2CCC1C2 (stereo not given)	-1
C=CCn1c(SCC(=O)Nc2ccccc2F)nc2sc3c(c2c1=O)CCC3	-5
COCC(=O)N1CCC(CCC(=O)Nc2cccc(C)c2)CC1	-2
NC(=O)N/N=C1\CCCSc2ccccc21	-3
O=c1c2c3c(sc2n(Cc2cc(=O)n4ccccc4n2)c(=O)n1-c1ccccc1)CCC3	-15
COc1cccc(CN2CCN(C(=O)CCC3(Cc4ccc(C)cc4)CCC(=O)N3)CC2=O)c1 (stereo not given)	1
CCCC(=O)Nc1ccc(Br)cc1C	-1
c1cc(-c2ccco2)cc(N2CCC(NCc3nnc4n3CCC4)CC2)c1	-5
O=c1c2ccccc2nc(-c2ccccc2)n1Nc1cccc(Cl)c1	-4
COc1cc(C(=O)Nc2cccc(-c3nc4ccccc4[nH]3)c2)cc(OC)c1OC	-6
O=C(CCCN1C(=O)/C(=C\c2cccc(Br)c2)SC1=S)NNC(=O)c1ccccc1O	1
CCCN(CCC)c1ccc(C2N=C(N)Nc3nc4ccccc4n32)cc1 (stereo not given)	-4
C=CCN1C(=O)C(Cc2ccc(OC(F)F)cc2)=NC1=S	6
COc1ccc(/C=c2/sc3n(c2=O)C2c4ccccc4OC(C)(N=3)C2C(C)=O)cc1COc1ccc(F)cc1F (stereo not given)	4
Cn1ccc(C#CCN2CCOCC2)n1	3
S=c1nc(-c2ccccc2Cl)[nH][nH]1	2
CCOC(=O)c1c(NC(=O)/C(C#N)=C/c2ccc(OC)cc2)sc2c1CCC2	7

(list continues)
ROC1-CUL1 inh,mol
7,O=C(/C=C/c1ccc(Cl)c(Cl)c1)NCCC1=CCCCC1
2,Cc1ccc(C(=O)Nc2ccc(-c3nc4ccccc4s3)c(O)c2)c(C)c1
-3,COc1ccccc1CCNC(=O)Cc1c(C)c2c(cc(C)c3c(C)c(C)oc32)oc1=O
9,COc1ccc(CCN(C)C(=O)CC2(c3ccccc3OC)CC(=O)N(C)C2=O)cc1OC (stereo not given)
1,COc1ccc(-c2c(C)nn3c(N4CCN(c5cc(Cl)ccc5C)CC4)cc(C)nc23)cc1OC
0,CCCCn1c(-c2ccc(OC)c(OC)c2)nc2ccccc21
-3,O=C(NCc1ccccc1)c1ccc2c(c1)sc1nc(-c3ccc(F)cc3)cn12
-3,CCC(C)c1ccccc1OCCOc1ccc(/C=N/NC(=O)c2ccncc2)cc1OC (stereo not given)
1,Cc1nc2nncn2c(NCc2ccc(Cl)cc2)c1C
0,COc1ccccc1N1CCN(C(=O)Cc2ccc(Br)cc2)CC1
-9,COc1cc(CN2CCC(C3(Cc4ccccc4Cl)NC(=O)N(CC4CC4)C3=O)CC2)ccc1O (stereo not given)
-4,O=C(Cn1c(=O)oc2ccccc21)NCc1cccc(Cl)c1
-2,NC(=O)C1(C(=O)N2CCCC(N3CCN(c4cccc(C(F)(F)F)c4)CC3)C2)CC1 (stereo not given)
-5,COc1cc(CNC(=O)c2cnn(C)c2C)cc(OC)c1
-15,COc1cccc(NC(=O)C2CCN(c3nnc(-n4c(C)ccc4C)s3)CC2)c1
4,Cc1nn(-c2ccccc2)c2sc(C(=O)Nc3ccccc3Br)cc12
9,CCc1noc(C)c1C(=O)Nc1sc(C)c(C)c1C(=O)NC1CCCC1
3,Cn1c(=O)c2c(-c3ccc4ccccc4c3)ccnc2n(C)c1=O
3,Cc1cccc(-n2ccnc2SCC(=O)Nc2cccc3ccccc23)c1C
-14,C=CCn1c(SCc2csc(C)n2)nc2scc(-c3ccccc3Cl)c2c1=O

New compounds follow.
ROC1-CUL1 inh,mol
7,COc1cccc(O)c1CN1CCC(C(Cc2ccccc2F)N(C)Cc2cn(C)nc2C)CC1 (stereo not given)
5,O=C(NC(=S)Nc1ccc(S(=O)(=O)Nc2ncccn2)cc1)c1ccc(Br)cc1
-2,CCCCn1c(NCCO)nc2ccccc21
-5,COc1ccc(S(=O)(=O)c2c(Nc3ccc(C)cc3)sc(C(=O)c3ccc(C)cc3)c2N)cc1
2,CC(C)C(=O)NC(NC(=S)N=C1C(=O)N(c2ccccc2)N(C)C1C)C(Cl)(Cl)Cl (stereo not given)
4,COc1cccc(NC(=O)N2CCN(C(=O)c3nsc4ccccc34)CC2)c1
2,CN(Cc1cnn(C)c1)C(=O)C1CCCCC1C(=O)O (stereo not given)
-5,COc1ccc(C2(CC(=O)N3CCN(c4ccccc4)C(=O)C3)CC(=O)N(CCC(C)C)C2=O)cc1 (stereo not given)
-2,CCc1nn(CC(=O)Nc2cccc(C)c2C)c(=O)c2cc3sccc3n12
15,C#CCOc1ccc(/C=C2\SC(=O)N(CCC)C2=O)cc1OCC
-14,COC(=O)c1c(NC(=O)c2nc(SCc3cccc(C)c3)ncc2Cl)sc2c1CCCC2
-7,O=C(N/N=C/c1cccc(O)c1O)c1ccc([N+](=O)[O-])cc1
13,Cc1ccc(NC(=O)CC2(CC(=O)N(C)C)CCCC2)cc1
-5,O=C(Cn1nnnc1CN1CCCC1)NCc1ccc(N2CCOCC2)cc1
-9,COc1cccc(CN2CCCC3(CCN(C(=O)c4c(C)cc(=O)oc4C)C3)C2)c1 (stereo not given)
8,Cc1nn(CCCC(=O)NCc2ccccc2)c(=O)c2cc3sccc3n12
1,COc1ccc(NC(=O)C2=CC(c3ccc4c(c3)OCO4)=NS(=O)(=O)N2C)cc1
3,CC(=O)NCCC1CCN(c2nc3nonc3nc2N2CCCC2)CC1
0,Cc1nc(SCC(=O)N2CCCCCC2)c2c3c(sc2n1)CCC3
6,COc1ccc(NC(=O)Cc2ccc(C)cc2)c(C)c1

Carrying on:
ROC1-CUL1 inh,mol
3,Cc1cccc(Cn2cc(S(=O)(=O)c3ccccc3)c(=O)c3cc(F)c(N4CCOCC4)cc32)c1
-2,O=C(NCc1ccccc1)c1cccn1-c1nnc(N2CCCC2)s1
-16,O=C(CN(c1cc(C(F)(F)F)ccc1Cl)S(=O)(=O)c1ccccc1)N/N=C/c1c(F)cccc1Cl
98*,Cc1cccc(OCCOc2c(Cl)cc(Cl)cc2/C=C2\C(=O)NN(c3ccccc3)C2=O)c1
-3,C=CCOc1c(Cl)cc(CNCCC)cc1Cl
1,COc1ccc(CNC(=O)CCc2nc3cccnc3n2Cc2ccc(OC)cc2)cc1
12,C=CCN1C(=O)C(=O)C(C(=O)c2ccccc2)C1c1ccccc1F (stereo not given)
5,O=C1c2ccc([N+](=O)[O-])cc2C(=O)N1c1cccc2ccccc12
4,CN(C)c1ncnc2c1N=C1C(S2)C(=O)CC(C)(C)C1Br (stereo not given)
-9,CCn1cc(C(=O)O)c(=O)c2cc(F)c(N3CCN(C(=S)NC(=O)c4ccc5c(c4)OCO5)CC3)cc21
-7,Cc1ccc(C(=O)NC(=S)Nc2cc([N+](=O)[O-])ccc2Cl)cc1
-13,O=C(CN(Cc1c(Cl)cccc1Cl)S(=O)(=O)c1ccc(Cl)cc1)NCc1ccc(Cl)cc1Cl
1,CCCc1ccc(N2CCN(C(=O)C3CCCCC3C(=O)O)CC2)cc1 (stereo not given)
-5,Oc1c(Br)cc(C=Nc2cccc3ncccc23)c(O)c1Br
-1,O=C(c1nn(C23CC4CC(CC(C4)C2)C3)cc1Br)N1CCOCC1
1,Cc1cc(C)cc(NC(=O)CCCn2c3ccccc3c(=O)c3ccccc32)c1
3,CC(Oc1ccc(Cl)cc1)C(=O)N/N=C/c1ccc(Cl)cc1Cl (stereo not given)
3,S=C(NC1CCCC1)N1CCN(c2ncccn2)CC1
1,COc1cc(CNC2CCOCC2)ccc1OCC(O)CN1CCCCCC1 (stereo not given)
-6,COc1ccc(Nc2nc(C)cc(C)n2)c(OC)c1

Carrying on.
ROC1-CUL1 inh,mol
-4,NC(=S)N(CCC(=O)O)c1cccc(C(F)(F)F)c1
13,CCCCCCN1C(=O)CC(=O)N=C1SCCOc1ccc(C)c(C)c1
-1,CCOc1cc(/C=C2\SC(=Nc3ccccc3)N(C3CCCC3)C2=O)ccc1OCC(N)=O
4,CC#CCN1C(=O)NC(CCCc2ccccc2)(C2CCN(Cc3nc4ccccc4n3C)CC2)C1=O (stereo not given)
6,O=C(C1CCN(C2CCN(CCCc3ccccc3)CC2)CC1)N1C[C@@H]2CCC[C@H]1C2
-5,Cc1ccc(N2CCN(C(=O)c3nn(C)c4c3CSc3ccccc3-4)CC2C)cc1 (stereo not given)
6,Cc1c(O)ccc(N=Nc2ccc(S(=O)(=O)O)cc2)c1C
1,CCCCNC(=O)c1c(Cl)nc(Cl)c(Cl)c1C
-3,CCOc1ccc(NC(=O)C2CCC(CNS(=O)(=O)c3ccc(Br)s3)CC2)cc1 (stereo not given)
-4,CCOc1ccc(C(F)(F)F)cc1NC(=O)/C=C/c1ccc(OC)c(OC)c1
-4,CCOC(=O)c1c(NC(=O)CC2SC(=NC)N(C)C2=O)sc2c1CCC(C)C2 (stereo not given)
0,O=C(O)C1CC=CCC1C(=O)N1CCCc2ccccc21 (stereo not given)
2,C=CCn1c(SCc2ccc(OC)cc2)nnc1-c1cccc(OC)c1
2,O=C1c2ccccc2NN=C(c2cccc(O)c2)c2ccccc21
9,Cc1ccc(C)c(-c2cc(C(=O)N3N=C(C(F)F)CC3(O)C(F)F)c3ccccc3n2)c1 (stereo not given)
-10,CCOc1cccc2c(=O)cc(C)[nH]c12
12,C=CCO[C@H]1[C@H](NC(=O)COC)c2ccccc2C12CCN(C(=O)c1ccccc1SC)CC2
4,COc1cccc(C2c3c(cc(C)oc3=O)OC(=N)C2[N+](=O)[O-])c1 (stereo not given)
-9,CCOC(=O)c1c(NC(=O)CSC(=O)c2ccccc2)sc(NC(=O)CSC(=O)c2ccccc2)c1C(=O)OCC
-4,Oc1cccc(Nc2ncnc3sc4c(c23)CCCC4)c1

Remaining list, next part.
ROC1-CUL1 inh,mol
2,CCNC(=S)NNC(=O)CSc1nc2ccccc2c(=O)n1-c1ccccc1C
2,COc1cccc(-c2nn3c(Cc4ccccc4C)nnc3s2)c1
9,COCCn1c(=O)c2c(nc3n(-c4ccc(OC)cc4)c(C)c(C)n23)n(C)c1=O
6,CC(C)(C)OC(=O)N1CC2=C(OC(=N)C(C#N)C2c2ccc(F)cc2)/C(=C/c2ccc(F)cc2)C1 (stereo not given)
-2,CCOc1ccccc1/C=C1\C(=O)NN(c2ccc(Br)cc2)C1=O
-7,Fc1cccc(Cl)c1Cc1nn2c(C(F)(F)F)nnc2s1
-3,Cc1nc(N2CCCC2)c2c(C(=O)Nc3ccc(Br)cc3F)c(C)oc2n1
0,CCCn1cnc(NC(=O)NCC2CCCN(c3ncccn3)C2)n1 (stereo not given)
-2,CCOc1ccc(C(=O)Nc2ccc(-c3nc4c(ccc5ccccc54)o3)cc2)cc1
-2,Cc1ccc2oc(=O)c3cnn(CC(=O)N4CCN(c5ccc(F)cc5)CC4)c3c2c1
-7,CC(=O)C(C(=O)Nc1ccccc1)C(c1ccccc1)C1C(=O)ON=C1c1ccccc1 (stereo not given)
-6,Cc1ccc(S(=O)(=O)NC(=O)Nc2nc3ccccc3s2)cc1
3,COCCCN(Cc1ccco1)C(=O)c1cc2c(s1)-c1ccccc1OC2
-1,COc1cccc(CNC(=O)CC(c2ccc(C)cc2)N2Cc3ccccc3C2=O)c1 (stereo not given)
-1,CCOC(=O)N1CCN(C(=O)CN(c2cc(C(F)(F)F)ccc2Cl)S(C)(=O)=O)CC1
5,Cc1ccc(S(=O)(=O)Nc2nc(C)cc(NNC(=O)COc3ccc(Cl)cc3Cl)n2)cc1
2,Cc1c(N2C(=O)c3ccc(Cl)cc3C2=O)c(=O)n(-c2ccccc2)n1C
2,Cc1ccc(C)c(Cn2c(=O)n(CCCC(=O)NCCc3ccc(Cl)cc3)c(=O)c3ccccc32)c1
-2,COCCN1C(=O)C(=O)C(C(=O)c2ccc(OC)c(C)c2)C1c1ccc(F)cc1 (stereo not given)
1,COc1ccc(OC)c(-c2cc(Cl)c3c(c2)CC(CNC(=O)c2cccnc2C)O3)c1 (stereo not given)

New compounds follow
ROC1-CUL1 inh,mol
2,Cc1nc(C2CCN(C(=O)c3cc4c(s3)CCCCC4)CC2)cc(=O)[nH]1
2,CCCCc1ccc(N2C(=O)c3cccc4cccc(c34)C2=O)cc1
7,CCOc1cc(-n2nc(SC)c(C#N)c2N)nc(SC)n1
-6,O=C(NNC(=S)Nc1ccccc1)C(c1ccccc1)c1ccccc1
-4,CCCCNS(=O)(=O)c1ccc(NS(=O)(=O)c2ccc(OC)cc2)cc1
0,COc1cccc(-n2ccnc2SCC(=O)Nc2cccc3ccccc23)c1

This is a subset; rates above refer to the full screens.
